# Screens from PubChem BioAssay.
# TAG inh: reduces triacylglycerol accumulation in H9c2 cells; Nile Red lipid (TAG) fluorescence; cells loaded with 200 µM oleic acid; inhibition, % at 12.5 µM; 230,000 compounds, 0.66% hits;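 active means pattern-corrected inhibition of lipid staining of at least 50% with the nuclear-stain viability signal not falling by more than 50%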;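 further: 0% = DMSO wells and 100% = triacsin C control wells; some results filed as inactive read as strong as hits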
# TAG inh DAPI viability: further read-out of TAG inh, marked with its call; DAPI nuclei signal change (viability), lower = more cytotoxic, %;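 whole-well DAPI fluorescence read on a plate reader as a viability signal; minus 50 percent equals half of cells still viable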
# * marks the source's active call; other numbers are inactive results; i = inactive. A portion of the library; the hit share may differ from the screen's.
# Each structure is followed by: TAG inh DAPI viability, TAG inh
[1] CCN1C[C@@H]2[C@@H]3C(=O)N(C)C(=O)[C@@H]3[C@](CC)(C1=O)N2C(=O)c1ccc(F)cc1
  -3, -10
[2] Cc1ccc(NC(=O)CSc2nnc(CNC(=O)c3c(F)cccc3Cl)o2)cc1
  -8, 16
[3] O=C(Cn1cc(Br)ccc1=O)Nc1ccc2c(c1)OCO2
  -6, -2
[4] CC12CCC(=O)C=C1CCC1C2C(O)CC2(C)C1CCC2(O)C(=O)CO (configuration not stated)
  10, 23
[5] COc1ccc(NC(=O)CN2CCN(C(=S)NC3CCCC3)CC2)cc1
  2, -2
[6] N#C/C(=C(/O)c1ccc(Br)s1)c1nc2ccccc2[nH]1
  i, -10
[7] COc1ccc(NS(=O)(=O)c2cc3c(cc2C)N(C)CCO3)c(OC)c1
  -6, 5
[8] CC(=O)Nc1ccc(NC(=O)CN(C)CC(=O)Nc2ccccc2Br)cc1
  -1, 5
[9] c1ccc(-c2nnc3nc(N4CCCCC4)nc(N4CCCCC4)n23)cc1
  6, 11
[10] COc1cc(OC)cc(C(=O)N[C@H](C(=O)Nc2ccc(S(=O)(=O)N(C)C)cc2)C(C)C)c1
  -5, -7

# (list continues)
# Each structure is followed by: TAG inh DAPI viability, TAG inh
[11] COc1ccccc1N(C)S(=O)(=O)c1ccc(C(=O)N2CCC2)cc1
  0, -4
[12] CCc1c(C)[nH]c2ccc(C)cc2c1=O
  -7, 4
[13] COc1ccc(NC(=O)c2ccccc2NC(=O)CN2CCCCCC2)cc1
  -3, 15
[14] Cc1sc(NC(=O)C2=COCCO2)nc1-c1ccc(F)cc1
  -2, -7
[15] CCC(C(=O)Nc1nc(C)c(C(=O)OC)s1)c1ccccc1 (configuration not stated)
  1, 3
[16] CCCCc1nc2cc(C(=O)N3CCCCC3COC)ccc2o1 (configuration not stated)
  -5, 20
[17] COc1ccc(/C=C/C2=CC(C)(C)NC(=S)N2)cc1
  -12, -2
[18] Cc1cc(C(=O)N2CCN(c3ncccc3C#N)CC2)no1
  10, -16
[19] CN(C)c1cccc(CNC(=O)c2ccc3sc([C@H]4C[C@H](O)[C@@H](CO)O4)nc3c2)c1
  6, 1
[20] Cc1sc2ncnc(OCc3nnc(-c4cccs4)o3)c2c1C
  6, 1

# Carrying on:
# Each structure is followed by: TAG inh DAPI viability, TAG inh
[21] Cc1[nH]nc(N2CCCCCC2)c1[N+](=O)[O-]
  0, 5
[22] O=C(CSc1nnc(-c2cccs2)o1)NCc1ccco1
  6, -16
[23] O=S(=O)(Oc1ccccc1C(=S)N1CCOCC1)c1ccc(Cl)cc1
  8, -22
[24] CCCCN1CCCCC1(C)C(=O)NCc1cccs1 (configuration not stated)
  -8, 4
[25] CC(=O)c1cccc(N(CC(=O)Nc2ccc(S(=O)(=O)N3CCOCC3)cc2)S(C)(=O)=O)c1
  -9, 14
[26] O=S(=O)(Cc1ccc(Cl)cc1)c1ncc(CO)n1Cc1ccccc1
  5, -8
[27] COC(=O)CN1C(=O)[C@H]2[C@@H](/C=C/c3ccccc3)N3C(=O)CN(CCO)C(=O)[C@@]3(Cc3ccccc3)[C@H]2C1=O
  -8, -2
[28] CCCCCN(C(=O)CCC(=O)OCC(=O)N(C)Cc1ccc(C)cc1)c1c(N)n(CCCC)c(=O)[nH]c1=O
  7, 0
[29] CC(OC(=O)CNC(=O)c1cccs1)C(=O)Nc1ccc(S(N)(=O)=O)cc1 (configuration not stated)
  5, 5
[30] CCOCc1cc(C)[nH]c(=O)c1C#N
  4, -11

# Further results follow:
# Each structure is followed by: TAG inh DAPI viability, TAG inh
[31] Cc1cccc(-n2ncc3c2CCCC3NC(=O)c2cccs2)c1C (configuration not stated)
  0, -12
[32] CC1=C(C(N)=O)C(c2cccs2)n2nc(-c3cccc(Cl)c3)nc2N1 (configuration not stated)
  -16, 12
[33] CCn1c(=O)c2c(nc3n2CCCN3c2cccc(C)c2)n(C)c1=O
  -7, -12
[34] O=S(=O)(c1cccc(C(F)(F)F)c1)N1c2ccccc2-n2cccc2C1c1cccnc1 (configuration not stated)
  -9, -20
[35] CN(C)CCNC(=O)Cc1ncc(C(F)(F)F)cc1Cl
  -3, 7
[36] CCN(c1ccccc1)S(=O)(=O)c1cc(C(=O)OC(C)C(=O)Nc2ccc3c(c2)OCCO3)ccc1C (configuration not stated)
  3, -2
[37] CC(C)COC(=O)N1CCCCC1c1cc(C(=O)Nc2ccc3c(c2)OCO3)no1 (configuration not stated)
  -7, -6
[38] CCCCc1ccc(NC=C2C(=O)OC3(CCCCC3)OC2=O)cc1
  5, 7
[39] Cc1ccc(OCC(=O)N2CCC(N3CC(C)CC(C)C3)CC2)cc1 (configuration not stated)
  7, 11
[40] COc1ccc(NC(=O)C2(C)CCCN(C(C)C)C2)cc1F (configuration not stated)
  1, 14

# The list continues:
# Each structure is followed by: TAG inh DAPI viability, TAG inh
[41] NC(=O)C1CCN(c2nc3ccccc3nc2NS(=O)(=O)c2ccc(Br)cc2)CC1
  9, 0
[42] CSCCC(NC(=O)c1ccco1)C(=O)N(C)CC(=O)Nc1ccccc1Br (configuration not stated)
  1, 8
[43] COc1ccccc1Cn1c(=S)[nH]c2cc(C(=O)N3CCCC(C)C3)ccc2c1=O (configuration not stated)
  9, -2
[44] COc1ccc(CCNC(=O)CSc2nc3cc(Cl)ccc3o2)cc1OC
  5, 2
[45] CC[C@H](C)C(C(=O)N1CCN(C(=O)OC(C)(C)C)CC1)n1cc(C(Cc2ccc(O)cc2)NC(=O)OC(C)(C)C)nn1 (some centres not stated)
  5, 0
[46] Cn1c(Cc2ccc3c(c2)OCO3)nnc1SCC(=O)NC(C)(C)C
  -12, -15
[47] O=C(CC(=O)N1CCN(c2ccccn2)CC1)Nc1ccc2nc3n(c(=O)c2c1)CCCCC3
  2, 1
[48] COc1cc([N+](=O)[O-])c2nccnc2c1
  -8, 18
[49] CCOc1ccc(NC2=NCCC(=O)N2Cc2cccs2)cc1
  -11, 1
[50] CCCCc1cc(=O)oc2c(C)c(OCC(=O)N3CCCC3)ccc12
  1, 8

# Additional entries follow.
# Each structure is followed by: TAG inh DAPI viability, TAG inh
[51] c1ccc(Nc2nc(NCc3ccco3)c3ccccc3n2)cc1
  -5, 5
[52] Cc1ccc(/C=C/C(=O)N2CCCC(C(N)=O)C2)o1 (configuration not stated)
  15, 4
[53] COC(=O)C1N[C@@H]([C@@H](NC(=O)COc2ccccc2)C(=O)Nc2ccc(OC)cc2)SC1(C)C (some centres not stated)
  -1, 12
[54] COc1ccc(Oc2cn[nH]c2-c2ccc(O)cc2O)cc1
  -1, -28
[55] COc1cccc(OC)c1C(=O)OCC(=O)Nc1cccnc1Cl
  -15, 6
[56] COc1ccc(Cl)cc1C(=O)OCC(=O)NCCNC(=O)COC(=O)c1cc(Cl)ccc1OC
  9, 12
[57] COc1ccc2c(c1)C(=O)N1[C@H]3c4cc(Br)ccc4OC[C@@H]3[C@H](c3ccccc3)[C@]1(C)C(=O)N2
  -10, 20
[58] Cc1ccc(C(=O)Nc2ccccc2C(=O)NC(Cc2c[nH]c3ccccc23)C(=O)O)cc1 (configuration not stated)
  -9, 0
[59] CCOC(=O)N/N=C\c1sccc1C
  6, -3
[60] CCn1c(CC(=O)Nc2ccc(C)cc2)n[nH]c1=S
  -2, 9

# The list goes on:
# Each structure is followed by: TAG inh DAPI viability, TAG inh
[61] Cc1ccnc(NC(=O)COc2ccccc2[N+](=O)[O-])c1
  3, -3
[62] CCn1cc(C(C)NC(=O)Nc2ccc3c(c2)OCO3)c(C)n1 (configuration not stated)
  3, -5
[63] CCOC(=O)C1(CCOC)CCN(Cc2nc(-c3cccs3)oc2C)CC1
  -3, -5
[64] O=C(COC(=O)c1ccco1)NCCc1ccc(Cl)cc1
  -7, -59
[65] CN1CCN(C(=O)c2ccc3c(c2)N(Cc2ccc(Cl)cc2)C(=O)c2ccccc2S3=O)CC1 (configuration not stated)
  -2, -1
[66] CC(=O)c1ccc(N2CCN(C(=O)Nc3ccc(C(C)C)cc3)CC2)cc1
  -2, -9
[67] O=C(c1ccoc1)N1CCC2(CC1)Oc1ccc(F)cc1C(=O)C21CC(c2ccc(Cl)cc2)=NO1 (configuration not stated)
  3, 1
[68] O=C(O)CC/C(=N/NC(=O)CNC(=O)Cc1ccc(Cl)cc1)c1ccccc1
  0, 5
[69] COc1cccc(Nc2ncc(C#N)c(N)n2)c1
  -10, 3
[70] Cc1cc(NC(=O)C2CCCN2C(=O)Nc2c(C)cccc2C)ccc1-n1cnnn1 (configuration not stated)
  -1, -2

# (next part)
# Each structure is followed by: TAG inh DAPI viability, TAG inh
[71] O=c1c2ccccc2cnn1-c1nc2ccccc2[nH]1
  11, -11
[72] Cc1c(NC(=O)c2ccccc2NS(=O)(=O)c2ccc(Br)cc2)c(=O)n(-c2ccccc2)n1C
  -8, 15
[73] COc1ccc(NC(=O)CN2C(=O)N(C)Cc3ccccc32)c(C)c1
  0, 2
[74] Cc1ccc(NCc2cccnc2)c(Br)c1
  -18, 26
[75] Cc1nc2sc(C(c3cccs3)N3CC(C)CC(C)C3)c(O)n2n1 (configuration not stated)
  -5, 9
[76] CCCS(=O)(=O)N1CCN(C(=O)c2ccco2)CC1
  -8, -6
[77] COc1ccc(CC(=O)Nc2cc(S(C)(=O)=O)ccc2Cl)cc1S(=O)(=O)N1CCOCC1
  0, 1
[78] O=C(O)/C=C\C(=O)Nc1ccc(OC(F)F)cc1
  3, 3
[79] COc1ccccc1CNC(=O)COC(=O)C1CCN(S(=O)(=O)c2ccccc2)CC1
  7, 4
[80] COc1ccc(S(=O)(=O)N/N=C\c2ccc([N+](=O)[O-])o2)c(OC)c1
  -3, 4

# Other records:
# Each structure is followed by: TAG inh DAPI viability, TAG inh
[81] CC(CN(C)C)CN1c2ccccc2CCc2ccccc21 (configuration not stated)
  -4, 29
[82] CCOC(=O)C1C(=O)CC(C)(O)C(C(=O)OCC)C1c1ccco1 (configuration not stated)
  -9, -5
[83] O=C1NCCN/C1=C\C(=O)c1ccc(Cl)cc1
  13, -7
[84] C#CCOC(=O)Nc1cnccc1C(F)(F)F
  -8, 8
[85] COC(=O)c1cnc(Nc2ccc(Cl)cc2)c([N+](=O)[O-])c1
  -4, 0
[86] CCCC(=O)N1CCC1(C)C(=O)NS(=O)(=O)c1ccccc1 (configuration not stated)
  10, 1
[87] COc1ccc(-c2nn(CC(=O)Nc3ccc(Cl)c(Cl)c3)c(=O)c3ccccc23)cc1
  8, -45
[88] CCC(CC)C(=O)N1CCN(c2ccccc2)CC1
  1, -8
[89] CC1CC(CC(=O)NC(=S)Nc2ccccc2Cl)C(=O)O1 (configuration not stated)
  -9, 8
[90] CC(C)CN(C(=O)CSc1nnc(C2CC2)n1-c1ccccc1)C1CCS(=O)(=O)C1 (configuration not stated)
  -1, -13

# (list continues)
# Each structure is followed by: TAG inh DAPI viability, TAG inh
[91] CC(=O)Nc1ccc(S(=O)(=O)NC(C)c2ccncc2)cc1 (configuration not stated)
  -8, 1
[92] COCC1CCCN(C(=O)c2cc(COc3ccc(C(C)=O)cc3)on2)C1 (configuration not stated)
  3, 0
[93] Cc1noc(C)c1S(=O)(=O)N(CC(=O)N1CCn2c1nc1ccccc12)c1ccc(C(C)C)cc1
  -9, -8
[94] O=C(CSc1nnc(Cc2ccccc2)o1)Nc1ccccc1
  0, -5
[95] CN1CCN(C(=O)c2cccc(S(=O)(=O)N3CCCC3)c2)CC1
  3, -2
[96] COC(=O)c1cc2c(n(-c3ccccc3)c1=O)CCCC2=O
  -4, 4
[97] CCCc1cc(C(=O)Nc2sc3c(c2C(=O)OCC)CCCC3)no1
  -3, 5
[98] O=C(CCc1nnc(CCCc2ccccc2)o1)NCCCC1CCCC1
  3, -6
[99] O=C(CCNC(=O)Cn1ccc2ccccc2c1=O)NCc1ccccn1
  -3, 1
[100] Cn1c2ccccc2c2cc(C(=O)NNS(=O)(=O)c3ccc(F)cc3)sc21
  4, -30

# More structures follow.
# Each structure is followed by: TAG inh DAPI viability, TAG inh
[101] Cc1nnc(NC2=NCCC2)s1
  -1, 1
[102] CCCCNc1c(-c2ccc(SC3CCCCC3)c(OC)c2)nc2ccc(Cl)cn12
  3, 18
[103] Cc1cc(OCCCCCN2CCCC2)ccc1Cl
  -4, 27
[104] COC(=O)c1c(C)oc(C)c1S(=O)(=O)NCc1cccs1
  4, 3
[105] O=C(NCCN1CCN(Cc2ccccc2)CC1)Nc1cc(Cl)cc(Cl)c1
  10, -5
[106] COc1ccc(CC(=O)Nc2cccc(SC)c2)cc1OC
  7, -21
[107] COc1ccc(C2Oc3ccccc3C3=C2C(c2cccs2)n2ncnc2N3)cc1 (configuration not stated)
  -1, 19
[108] CN(C)C(=S)Nc1cccc(-c2n[nH]c(=S)o2)c1
  -10, 9
[109] CC(C)(C)NC(=O)C(c1cccs1)N(C(=O)C(=O)NC1CCCC1)c1ccccc1F (configuration not stated)
  -8, 5
[110] Cn1c(=O)c2[nH]c(SCCN3CCOCC3)nc2n(C)c1=S
  -4, 2
